TCR CD3 inh: human TCR-CD3 binding inhibition. AID 651800. inhibition, % at 9.4 µM. TAMRA-labeled TCR probe fluorescence, biochemical. hit rate 0.37% among 360,000; in the data active = inhibition above about 19%;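 also: recombinant mutant TCR 2C K166C tagged with TAMRA read by polarization; 0% = receptor in buffer alone and 100% = receptor with positive control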
HTRA1 inh: blocks human HTRA1 serine peptidase; recombinant HTRA1, FP-rhodamine activity-based probe, fluorescence polarization; inhibition, % at 5.96 µM; hit rate 0.5% among 340,000; AID 504803; in the data active = inhibition above about 36%;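 also: 0% = enzyme with DMSO and 100% = wells lacking enzyme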
mABHD4 FP: inhibits mouse alpha/beta hydrolase domain 4; purified mABHD4, FP-Rh probe fluorescence polarization; hit rate 0.54% among 370,000; inhibition, % at 8.92 µM; Q8VD66;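 active = inhibition exceeding the mean over every tested compound plus 3 SD, cut at about 30% in these data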;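 also: 0% = plate median of compound wells and 100% = S159A mutant with DMSO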
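System: mouse ABHD4 enzyme, wild type / Medium: HEPES pH 7.0, NaCl, Pluronic buffer / Reagent: FP-Rh activity-based fluorescent probe / Control set: S159A mutant high control, sample median low control / Detection: fluorescence polarization with parallel and perpendicular emission, 525/598 nm / Schedule: 45 min + 60 min at 25 °C / Compound dosing: 8.92 µM, single dose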
UHRF1 binding: UHRF1 methyl-DNA binding inhibition; Q96T88; UHRF1 binding to methylated oligo, TR-FRET; inhibition, % at 4.4 µM; hit rate 0.75% among 370,000; AID 687016; in the data active = inhibition above about 21%;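 also: UHRF1 SRA domain binding a hemimethylated CpG hairpin DNA probe; 0% = median of test compound wells and 100% = reference inhibitor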
PRMT1 FP inh: inhibitors of human PRMT1. inhibition, % at 2.79 µM. Q99873. hit rate 1.3% among 370,000. recombinant PRMT1, activity-based probe fluorescence polarization. AID 652257;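 active = inhibition above about 21% made by adding two undisclosed values, limit read from the data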
Target sequence (Q99873 whole entry, looked up): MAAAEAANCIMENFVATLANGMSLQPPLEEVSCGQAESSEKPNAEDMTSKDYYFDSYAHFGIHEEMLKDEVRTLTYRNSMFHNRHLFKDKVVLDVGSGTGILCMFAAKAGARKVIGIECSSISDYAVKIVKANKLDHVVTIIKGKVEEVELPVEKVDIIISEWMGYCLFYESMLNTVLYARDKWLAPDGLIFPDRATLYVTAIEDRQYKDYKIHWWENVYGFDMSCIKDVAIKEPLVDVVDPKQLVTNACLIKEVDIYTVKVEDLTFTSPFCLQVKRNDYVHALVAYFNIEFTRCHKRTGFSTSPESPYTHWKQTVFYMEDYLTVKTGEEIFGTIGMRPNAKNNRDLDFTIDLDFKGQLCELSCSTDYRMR
LEDGF integ inh: blocks HIV-1 LEDGF/p75-dependent DNA integration; inhibition, % at 3.7 µM; hit rate 0.64% among 370,000; TR-FRET IN-LEDGF/p75 DNA integration, Eu/Cy5;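 active = inhibition above the screen-wide mean plus 3 SD, cut at about 13% in these data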;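 also: signal is the Cy5 over europium emission ratio at 671 and 618 nm; 0% = plate median of compound wells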
Rev-erbA mod: Rev-erb alpha (human) modulation; activity, % at 10 µM; hit rate 0.79% among 370,000; AID 1259318; Rev-erbα–FITC-DNA binding, fluorescence polarization, 90 min;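 active = activity above about 14%, limit read from the data; passing the limit was not always enough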;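 also: 0% = DMSO wells with 35 nM protein and 100% = DMSO wells with 750 nM protein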
rCAG binder: molecules binding r(CAG) RNA repeats | r(CAG) RNA repeat, TO-PRO-1 dye displacement fluorescence | inhibition, % at 3 µM | hit rate 1.3% among 370,000 | AID 651821;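 active = inhibition above the plate cutoff, the mean of all test compounds on that plate plus 3 SD, cut at about 35% in these data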;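 also: 0% = DMSO alone and 100% = 100 µM mitoxantrone as full dye displacement; higher means more dye released from RNA so lower well fluorescence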
MBD2 inh: blocks human MBD2 binding to methylated DNA. Q9UBB5. TR-FRET, MBD2 binding to methylated oligonucleotide. inhibition, % at 4.4 µM. hit rate 0.31% among 370,000; in the data active = inhibition above about 13%
Target sequence (Q9UBB5 whole entry, looked up): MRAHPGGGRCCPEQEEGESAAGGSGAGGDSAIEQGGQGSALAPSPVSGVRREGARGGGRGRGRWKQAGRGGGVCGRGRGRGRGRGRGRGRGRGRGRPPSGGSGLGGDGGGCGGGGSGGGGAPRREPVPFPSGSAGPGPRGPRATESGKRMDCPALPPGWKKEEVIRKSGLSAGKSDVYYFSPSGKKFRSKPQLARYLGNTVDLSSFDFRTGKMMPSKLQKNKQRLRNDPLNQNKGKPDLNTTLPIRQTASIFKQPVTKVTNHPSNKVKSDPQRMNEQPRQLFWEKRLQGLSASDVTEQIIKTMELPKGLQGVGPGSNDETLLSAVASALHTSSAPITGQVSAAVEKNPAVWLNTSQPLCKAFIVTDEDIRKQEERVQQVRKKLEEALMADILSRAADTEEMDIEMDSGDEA
PG9 binder: binds the HIV-1 gp120 antibody PG9; TR-FRET gp120-PG9 antibody binding; inhibition, % at 6.7 µM; hit rate 0.43% among 360,000; AID 624416; in the data active = inhibition above about 8.5%
The depositor's hits bear a star; . = not tested or not shown; & = joins results of further samples.

SMILES	TCR CD3 inh	HTRA1 inh	mABHD4 FP	UHRF1 binding	PRMT1 FP inh	LEDGF integ inh	Rev-erbA mod	rCAG binder	MBD2 inh	PG9 binder
COc1ccc(C2(C)C(C#N)C(=O)NC(=O)C2C#N)cc1 (stereo unspecified)	4	2	-2	-1	0	4	6	1	2	-2.2
O=c1c2c3c(sc2nc2n1CCC2)CCCC3	-3	3	3	0	2	0	-3	-1	0	-1.3
COc1cccc(NC(=O)COc2cccnc2[N+](=O)[O-])c1	0	4	-3	-1	0	1	-13	4	1	-1.6
O=C(NCc1ccco1)C1CCCN(S(=O)(=O)c2ccccc2)C1 (stereo unspecified)	-5	-1	-10	7	0	-6	3	-3	9	-1.1
COc1cccc(C(=O)Nc2ccc3ccccc3c2)c1	-7	-34	-29	5	7	1	2	5	7	-1.3
COc1ccc(-n2nc(C(=O)NCC(=O)NCCCN3CCCCCC3)c3ccccc3c2=O)cc1Cl	-8	-8	3	1	6	-1	-10	6	-1	-1.3
O=C(O)c1cccnc1SC1CC(=O)N(c2ccc(OC(F)F)cc2)C1=O (stereo unspecified)	9	-1	3	-1	0	6	-4	4	0	-2.0
COc1cc(C(=O)NCCCN2CCCC2=O)ccc1OCc1ccc(Cl)cc1Cl	0	-9	-10	-3	1	-1	5	-6	-3	0.3
O=C(O)c1sccc1S(=O)(=O)c1ccccc1	5	3	-5	0	4	1	0	-4	3	-0.2
CCc1nc(C)ccc1OCC(=O)O	-6	10	-12	2	1	2	2	-2	-1	-0.6
Cc1ccc(S(=O)(=O)N[C@@H](Cc2ccccc2)C(=O)N2CCC(C(=O)N[C@@H](CCC(N)=O)C(=O)O)CC2)cc1	5	4	1	-3	1	-4	1	1	4	-1.4
CC(=O)/C=C(/C)NC(Cc1c[nH]c2ccccc12)C(=O)O (stereo unspecified)	4&2	3&6	-2&0	0&2	0&-1	-1&4	1&2	0&5	-5&-1	-0.7&2.0
Cc1ccc(C)c(S(=O)(=O)N2C(=S)NC(=O)C2C(C)C)c1 (stereo unspecified)	2	1	7	-1	1	2	-4	3	1	-1.1
O=C(CSc1nc2ccccc2c(=O)n1-c1ccc(F)cc1F)NC1CCS(=O)(=O)C1 (stereo unspecified)	1	3	-7	-2	-3	4	2	0	-6	0.7
CN(C(=O)CC1C(=O)NCCN1Cc1ccc(F)c(F)c1)C1CCCCC1 (stereo unspecified)	3	4	1	-3	1	2	-1	-5	-2	-1.8

Ordered by formula weight (falling): part of the list above
SMILES	TCR CD3 inh	HTRA1 inh	mABHD4 FP	UHRF1 binding	PRMT1 FP inh	LEDGF integ inh	Rev-erbA mod	rCAG binder	MBD2 inh	PG9 binder
Cc1ccc(S(=O)(=O)N[C@@H](Cc2ccccc2)C(=O)N2CCC(C(=O)N[C@@H](CCC(N)=O)C(=O)O)CC2)cc1	5	4	1	-3	1	-4	1	1	4	-1.4
COc1ccc(-n2nc(C(=O)NCC(=O)NCCCN3CCCCCC3)c3ccccc3c2=O)cc1Cl	-8	-8	3	1	6	-1	-10	6	-1	-1.3
O=C(O)c1sccc1S(=O)(=O)c1ccccc1	5	3	-5	0	4	1	0	-4	3	-0.2

Additional compounds follow:
SMILES	TCR CD3 inh	HTRA1 inh	mABHD4 FP	UHRF1 binding	PRMT1 FP inh	LEDGF integ inh	Rev-erbA mod	rCAG binder	MBD2 inh	PG9 binder
COc1ccc(C(=O)NC2CCCN(Cc3ccc(Cl)cc3)C2)c(OC)c1 (stereo unspecified)	-3	-27	-11	-1	-8	3	10	-7	0	-1.8
COCCNC(=O)C(=O)NCC(c1ccc2c(c1)OCO2)N1CCN(c2ccc(F)cc2)CC1 (stereo unspecified)	4	4	-2	-1	-1	0	4	-3	-1	-2.2
COc1cccc(N2CCN(C(=O)c3cc(-c4ccc(F)cc4)[nH]c3C)CC2)c1	-1	-14	6	-3	0	-4	-6	0	-6	0.7
Cc1ccc(-c2csc(NC(=O)c3ccccc3Cl)c2C(=O)O)cc1	8	-23	-12	1	-3	0	-10	46*	5	-0.3
O=C(Nc1ccc(C(=O)O)cc1)/C(=C\C=C\c1ccccc1)NC(=O)c1cccc(Br)c1	8	-53	-74	0	-3	9	-5	78*	-6	-2.8
Cc1cc(C(=O)NCCC2=CCCCC2)c(C)o1	-3	-8	5	0	1	3	0	-2	0	0.6
CNC(=O)c1cc(C)c(-c2ccccc2)s1	-2	-2	-1	0	6	-1	-2	6	2	0.6
COc1ccc(CN2C(=O)CSCCC2(C)c2nnnn2-c2c(C)cccc2C)cc1 (stereo unspecified)	.	.	6	0	3	-2	1	3	4	.
Cc1cccc(Nc2nnc(SCC(=O)NCc3cccs3)s2)c1C	4	4	-1	0	-2	2	-2	-2	0	-4.0
COc1cccc(C(=O)OCCCOC(=O)c2cccc(OC)c2OC)c1OC	1	0	3	-2	0	2	-9	-7	-1	-2.7
O=C(NCC1CC1)c1cc(-c2ccccc2)nn1CC1CC(c2cccc([N+](=O)[O-])c2)=NO1 (stereo unspecified)	1	-7	2	2	2	4	-1	5	1	-2.0
Cc1cccc2sc(N(CCCN(C)C)C(=O)COc3ccc(Cl)cc3)nc12	5	-2	7	-1	0	4	3	3	2	-1.6
CCOC(=O)c1ccc(NC(=O)C2CCN(S(=O)(=O)CC)CC2)cc1	-1	1	-4	5	4	0	5	1	-5	-2.6
CCCOc1ccc(NC(=O)C2CC(=O)N3CCCN=C3S2)cc1 (stereo unspecified)	-2	-4	0	3	12	1	-4	13	3	-0.3
CCOC(=O)C1(CC/C(C)=N\NC(N)=O)CC(C)(C)OC1=O (stereo unspecified)	-8	8	4	5	-4	0	2	4	0	1.4
O=C(CNC(=O)c1ccc(Br)cc1)OCc1cc([N+](=O)[O-])cc2c1OCOC2	-4	-1	1	-3	3	-1	-2	-1	-5	-3.4
Cc1c(NC(=O)c2cc(-c3ccccc3)nc3ccccc23)c(=O)n(-c2ccccc2)n1C	0	0	-5	1	1	-4	-1	3	4	-1.6
CCc1ccc(-c2nc(CS(=O)CC(=O)NCCCN3CCC(C)CC3)c(C)o2)cc1 (stereo unspecified)	1	-2	-1	-4	0	1	-3	-6	-6	-0.3
CC(C)(C)C(=O)Nc1ccc(C(=O)NNC(=O)Cc2ccccc2)cc1	11	-1	2	-2	0	2	0	2	-3	-1.2
Cc1cc(C)n(/N=C\c2c(O)ccc3ccccc23)c(=O)c1C(N)=O	2	1	10	-4	2	0	7	-2	5	1.4
COc1ccc(C2CC(c3ccc(Cl)cc3)=NN2c2ccc(S(N)(=O)=O)cc2)cc1 (stereo unspecified)	-4	-22	-21	0	-1	0	-9	11	0	1.6
O=C(NCCCN1CCOCC1)/C(=C/c1ccc(-c2cccc([N+](=O)[O-])c2)o1)NC(=O)c1ccccc1	-11	-1	6	-5	-1	1	-3	3	-6	-7.4
CNC(=O)C(=O)Nc1nc(C23CC4CC(CC(C4)C2)C3)cs1	-2	-2	-1	-1	-2	4	2	-2	1	1.0
Cc1ccccc1N1CCN(CC(=O)Nc2nc(C)c(C(=O)N(C)C)s2)CC1	3	13	3	0	1	1	2	-6	-1	-1.2
O=C(O)CCn1cc(-c2ccc(F)cc2)nc1-c1ccncc1	5	5	0	-1	1	4	-5	-1	2	-3.1
CCOC(=O)c1ccc(NS(=O)(=O)c2ccc3c(c2)CCCN3C(C)=O)cc1	4	0	1	3	1	-1	3	3	-5	-0.8
Cc1ccc(S(=O)(=O)NCCC(=O)NC2CCCC2)cc1	0	2	0	1	-2	-2	-7	-1	-1	-1.0
COc1cccc(CN2CC(C(=O)N(C)C3CCOCC3)CCC2=O)c1 (stereo unspecified)	0	-1	-1	0	-1	1	-9	-1	3	-2.6
CCn1cc(CCCC(=O)NCc2ccccc2OC)c2ccccc21	1	-2	-11	1	-6	5	0	-6	-4	0.7
COc1ccc(CCNS(=O)(=O)c2ccc(OC)cc2)cc1	3	-7	7	2	0	-4	6	-4	3	-0.2
CCCCc1cc(=O)oc2c(CN3CCCC3)c(O)c(Cl)cc12	3	-1	2	-2	2	-5	-4	5	-5	2.5
CCCCn1c(=O)c(-[n+]2ccccc2)c([O-])c2ccccc21	2	12	8	-2	15	-4	1	-2	3	-1.6
CC12CCC(=O)N1C(C(=O)N1CCN(S(=O)(=O)c3ccc(Br)cc3Cl)CC1)CS2 (stereo unspecified)	6	0	5	-3	-2	5	10	-5	-1	1.6
COc1ccccc1-n1nnnc1SCc1cc2c(cc1Br)OCO2	8	-28	-7	15	-1	0	1	-4	8	-0.6
C/C(=N\NC(=O)c1ccccc1)c1cccc(Br)c1	-2	3	9	4	-3	2	4	3	-2	-1.8
O=C(CSc1nnnn1-c1cccnc1)NCc1cccs1	1	1	-5	1	3	2	-1	-2	3	0.0
CCN=C1S/C(=C\c2ccc(Sc3ccc(Cl)cc3)o2)C(=O)N1CC	1	0	-1	-1	-1	0	8	4	-7	1.8
O=c1[nH]c2ccccc2nc1CCc1ccccc1	1	3	-1	-1	-2	1	1	-1	0	-0.3
O=C(/C=C/c1ccc(-c2ccccc2)cc1)NC1=NCCS1	.	.	4	-3	-2	0	-5	.	-1	.
CCOc1ncccc1C(=O)N=C1SCCN1C(=O)c1cccnc1OCC	6	-1	-2	-3	-2	4	-1	-7	2	1.8
Cc1ccccc1OCCn1cc(/C=C(\C#N)C(=O)NCc2ccco2)c2ccccc21	-8	-12	12	3	0	-6	5	5	5	-0.5
COc1ccccc1Oc1ccc(S(=O)(=O)N2CCCCC2)cc1NC(=O)CCNC(C)=O	-5	5	-4	0	-1	0	0	-2	1	-1.9
COc1ccc(CCNC(=O)c2cccc(NS(=O)(=O)c3ccccc3F)c2)cc1OC	2	-6	-1	2	-1	0	-4	6	6	0.0
S=C(Nc1ccc(Cl)cc1)c1sc(N2CCCCC2)nc1N1CCOCC1	-2	-1	11	1	8	-2	21	-4	1	0.8
O=C(Nc1cc(Cl)c(O)c(Cl)c1)C1CCCO1 (stereo unspecified)	-1	-1	1	-4	3	-1	-10	0	-1	-3.2
COc1cccc(N2CCN(C(=O)C3CCN(S(=O)(=O)c4ccc5c(c4)CC(C)N5C(C)=O)CC3)CC2)c1 (stereo unspecified)	5	3	8	0	-2	3	1	1	-2	-3.0
Cn1c(CSCc2ccccc2)n[nH]c1=S	5	0	-6	3	1	1	-1	-1	4	-0.2
CC(C)Cc1nnc(NS(=O)(=O)c2ccccc2)s1	6	1	8	-2	3	-3	0	4	8	-0.7
O=C(COc1coc(CN2CCN(c3ccc(F)cc3)CC2)cc1=O)NC1CCCC1	2	-4	3	1	2	-4	3	-4	-2	-0.8
COc1ccc(CN(C(=O)c2cc3ccccc3oc2=O)C2CCCC2)cc1	1	-5	0	0	1	0	10	-4	0	-1.5
Cc1ccc2nc(-c3ccccc3)c(Cc3ccsc3)n2c1	-7	.	-20	8	12	0	0	4	5	0.7
CCOc1ccc(NC(=O)C(CC)NC(=O)c2ccccc2CO)cc1 (stereo unspecified)	2	8	1	7	-1	-1	-1	-3	-6	-1.0
Cc1cc(NC(=O)CSc2nnc(C3COc4ccccc4O3)n2C)no1 (stereo unspecified)	5	-7	-1	-2	-1	-6	-3	-4	2	-1.6
O=C(NCCc1c[nH]c2ccccc12)C(=O)Nc1cc2c3c(c1)CC(=O)N3CCC2	-1	0	-2	1	-1	0	1	11	-2	0.5
CCCNC(=O)C1(C)CCN(C(=O)c2ccc3snnc3c2)C1 (stereo unspecified)	-5	.	-12	1	1	-1	-7	-1	1	-0.9
CN(C)S(=O)(=O)c1ccc(Cl)c(NC(=O)CN2CCc3ccccc3C2)c1	-5	-8	-6	-2	-2	0	-1	2	-5	-1.1

High-throughput results (PubChem)

Not all compounds are listed; the hit share may differ from the screen's.
